KDM5B inhibitor – Primary screen for KDM5B Histone Demethylases FDH-coupled qHTS. KDM5B demethylase, FDH-coupled NADH fluorescence (FDH is formaldehyde dehydrogenase). actives 2.6% (n = 220,000). Potency, µM (highest dose often 57.7 µM), for inactives: at the top dose activity change, negative = inhibition, most hits filed as inhibitors; active = well fitted inhibition curve with a large enough effect; inconclusive = small, poorly fitted or top-dose-only effect; inactive = no such curve, though single readings can be large or run the other way; also: 0% is about no effect; nearly all actives have a fitted effect of over 70% in size
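Compound dilutions met 200 nM (final) KDM5BΔAP for 10 min at room temperature before substrate addition. The substrate mix held 12.5 µM H3K4me3 with cofactors 25 µM α-ketoglutarate and 50 µM Fe²⁺. NADH signal gain over 30 min defined activity.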
Starred values were filed as active, the others as inactive; i = inactive; u = inconclusive; & = joins results of further samples; [ ] = another dose, or the depositor's remark. Potency is read from the fitted curve at half-maximal effect. These rows are one share of the data (hit frequency here may not be typical).

entry | SMILES | KDM5B inhibitor
1 | CCN1c2cc(C(=O)NC3CCCC3)ccc2C(=O)N2CCCCCC21 (configuration not stated) | u
2 | CCCCNCc1ccc(-c2ccc(C(=O)O)cc2)o1 | u
3 | CC1CCN(S(=O)(=O)NC(C)Cc2ccco2)CC1 (configuration not stated) | 9%
4 | CN(C)c1ccc(NC(=O)c2ccc(C(C)(C)C)cc2)cc1 | -1%
5 | COc1ccc(C2CC(=O)N3CN(C4CCCCC4)CSC3=C2C#N)cc1 (configuration not stated) | u
6 | CCOCCc1nn2c(=O)cc(COC(=O)c3ccccc3Br)nc2s1 | -17%
7 | COc1cccc(-c2nc(CS(=O)(=O)CC(=O)NCc3ccc(Cl)cc3)c(C)o2)c1 | 17%
8 | COc1cc(/C=N/NC(=O)Cc2nnc(N)s2)cc(OC)c1OC | -17%
9 | C/C(=N\O)C(C)(C)Nc1ccc(Cl)cc1 | 26%
10 | CCCCOC(=O)c1ccc(-n2nnc3c(sc4nc(C)cc(C)c43)c2=O)cc1 | -18%
11 | Cc1nc2c(c(-c3ccc(O)cc3)n1)CN(CC1CC1)CC2 | -12%[86.2 µM]
12 | CCc1ccc(Nc2cc(C)nc3nc(Cc4ccc(Cl)cc4)nn23)cc1 | u
13 | O[C@H]1[C@H](NCC2CCCCC2)[C@H]2CO[C@H](O2)[C@@H]1N1CCC(Cc2ccccc2)CC1 | -8%[86.2 µM]
14 | CCC(=O)N1CCc2cc(Br)cc(S(=O)(=O)N3CCN(c4ccc(C)cc4)C(C)C3)c21 (configuration not stated) | -9%
15 | COc1ccc(S(=O)(=O)c2cn(CC(=O)Nc3ccc(C)c(F)c3)c3nc(C)ccc3c2=O)cc1 | -23%
16 | CCNc1cc(N2CCC(CCC(=O)NC(CC)CC)CC2)ncn1 | 5%
17 | Cc1ccc(CN2CC3ON=C(C(=O)O)C3C2)cc1 (configuration not stated) | u
18 | Cc1ccccc1-c1nc(SCc2cc(=O)n3nc(C(C)C)sc3n2)n[nH]1 | -14%
19 | Cc1ccc(C)c(CNC(=O)C2(c3ccc(NS(C)(=O)=O)cc3)CCCCC2)c1 | -14%
20 | COc1ccccc1C(=O)N1CCC2(CC1)CC(N1CCN(C)CC1)CCO2 (configuration not stated) | -19%
21 | Cc1nc(CNS(=O)(=O)c2ccc(Br)cc2)cs1 | 23%
22 | COCCNC(=O)Cc1c[nH]c2ncc(-c3cccnc3OC)cc12 | 32µM*
23 | COc1cccc(NC(=O)Cn2c(C)cc(=O)n3nc(-c4cccs4)nc23)c1 | u
24 | COc1ccc(-c2cc(C(=O)NCC(F)(F)F)c3c(C4CCNC4)nn(C)c3n2)cc1 (configuration not stated) | u
25 | Cc1sc2nc(SCC(=O)N3CCCC3)[nH]c(=O)c2c1C | -20%
26 | CCOc1ccc(CNC(=O)c2ccc3nc(CC)c(CC)nc3c2)cc1OC | -18%
27 | Cc1ccccc1Nc1nc(N)nc(CSCc2ccc(C#N)cc2)n1 | -7%
28 | Cc1cccc(-n2ccnc2SC2CCCCC2=O)c1 (configuration not stated) | 14%
29 | CCOc1ccc(C(=O)Nc2ccc(NC(=O)c3ccccc3)cc2)cc1Br | 4%[11.5 µM]
30 | CC(C)(C)OC(=O)COC(=O)c1cccnc1Nc1ccccc1F | 0%
31 | COC1CCOC2(CCN(C(=O)c3cccs3)CC2)C1 (configuration not stated) | 9%
32 | Cc1oc(-c2cccs2)nc1C(=O)N1CCCCC1 | u
33 | CCc1ccc(CN2C(=O)C3(CCOCC3)CC2c2nnnn2C(C)(C)C)cc1 (configuration not stated) | -2%
34 | CC(=O)NCCCC(=O)N1CCC2(CC1)CN(C(=O)NC(C)C)CCO2 | -2%[115 µM]
35 | Cc1ccc(NC(=O)C2CCCN(S(=O)(=O)c3ccccc3)CCC(=O)NCC2)cc1 (configuration not stated) | 40%[activator]
36 | O=C(Cn1cc(C(F)(F)F)ccc1=O)Nc1cc(C(F)(F)F)ccc1Cl | 8%
37 | Cc1cccc(OCC(=O)NCc2nnc3c(-c4nc(C(C)C)no4)cccn23)c1 | u
38 | COc1cc2nc(NC(=O)c3ccc(S(=O)(=O)N4CCc5ccccc54)cc3)sc2cc1OC | u
39 | CCOC(=O)c1c(-c2ccc(OC)c(OC)c2)csc1NC(=O)c1ccccc1F | -25%
40 | c1ccc(CN2CCNc3cnc(Nc4ccc(N5CCOCC5)cc4)cc3C2)cc1 | u
41 | Cc1ccc(Cl)cc1Nc1nn2c(=O)c3ccc(C(=O)NC4CCC(C)CC4)cc3nc2s1 (configuration not stated) | -8%
42 | O=C(Cn1c(-c2cscn2)nc2ccccc21)Nc1ccc(N2CCCCCC2)cc1 | -5%
43 | Cc1cccc(C)c1OCC(=O)Nc1cccc2cccnc12 | -16%
44 | CC(C)N1C(=O)C(CC(=O)NCCCN2CCc3ccccc3C2)=C2CCCCC21 (configuration not stated) | -18%
45 | CC(O)CNS(=O)(=O)c1ccc(C(=O)O)cc1 (configuration not stated) | -3%
46 | O=C(Nc1nc2ccccc2[nH]1)c1cc(F)cc(F)c1 | u
47 | CN1c2cc(C(=O)NC3CCCCCC3)ccc2C(=O)N2CCCCCC21 (configuration not stated) | u
48 | O=C(Nc1cccc(Cl)c1)c1ccc2ncsc2c1 | -9%
49 | CC(=O)NC[C@@H]1C=C(C)[C@H](CC(=O)N2CCN(C(C)=O)CC2)C[C@H]1C(C)C | -16%[86.2 µM]
50 | CCOC(=O)N1CCc2c(sc3c2c(=O)n(-c2ccc(CC)cc2)c(=O)n3Cc2ccc(F)cc2Cl)C1 | 16%
51 | Cc1ccc(S(=O)(=O)N2CCCC3(CCC(=O)N(C4CC4)C3)C2)cc1C (configuration not stated) | 19%
52 | Cc1cccc(N(C)C(CNS(=O)(=O)c2ccccc2)c2ccccc2)c1 (configuration not stated) | u
53 | CCC(C)(C(=O)NC1CCCC1)N(Cc1cccs1)C(=O)Cc1cccs1 (configuration not stated) | 13%
54 | COc1ccc(-n2nc3n(c2=O)CCN(Cc2cccc4ccccc24)C3)cc1 | u
55 | CC1=C(c2ccc(Cl)cc2)S(=O)(=O)N=C1N1CCN(c2cc(C)ccc2C)CC1 | 9%
56 | Cc1cc(C)c2c(=O)n(CC(=O)Nc3ccccc3Cl)c(=O)n(C)c2n1 | u
57 | OCCOc1ccccc1CN1CCCC(Nc2ccc(F)c(F)c2)C1 (configuration not stated) | -15%
58 | CN(C)CCN1C(=O)C(O)=C(C(=O)c2cc3ccccc3o2)C1c1ccc(OCc2ccccc2)cc1 (configuration not stated) | -25%
59 | COc1ccc(-c2nc3cc(NC(=O)CC(C)C)ccc3o2)cc1Cl | -14%
60 | CCOc1ccc(CNC(=O)c2cccn2-c2nnc(N3CCCCC3)s2)cc1OC | 0%&-14%

Continuation.
entry | SMILES | KDM5B inhibitor
61 | O=C(c1n[nH]c(=O)c2ccccc12)N1CCC(Cc2ccccc2)CC1 | 5%
62 | O=C(c1cc2ccccc2oc1=O)N(Cc1ccco1)Cc1ccco1 | -17%
63 | Cc1ccc(C(=O)OCC(=O)Nc2cccc(F)c2)cc1C | u
64 | CN(Cc1ccsc1)C1CCCc2ccccc21 (configuration not stated) | 12%[86.2 µM]
65 | CCOCCCNC(=O)C(=O)Nc1c2c(nn1-c1ccccc1)CSC2 | -24%
66 | Cc1ccc(CC(S)C(=O)O)cc1C (configuration not stated) | 16%
67 | Cc1ccc(N(CCC(=O)NCC2CCCO2)S(=O)(=O)c2ccccc2)cc1 (configuration not stated) | -7%
68 | COc1cccc(Nc2ccc(CN3CCC(C)(NC(C)=O)C3)cc2)c1 (configuration not stated) | u
69 | O=C(Cc1ccsc1)N1CCCN(c2cc(-c3ccc(Cl)cc3)[nH]n2)CC1 | -27%
70 | COC(=O)c1c(N)n(-c2ccc(OC)c(Cl)c2)c2nc3ccccc3nc12 | u
71 | CCOC(=O)c1c(C)oc2nc(C)nc(NCCc3ccc(OC)c(OC)c3)c12 | 4%
72 | O=C1CC(c2ccccc2)N(C(=O)c2ccccn2)CCCCCN1 (configuration not stated) | -24%
73 | Cc1ccc(NC(=O)COC(=O)C2C3CC4OC(=O)C2C4C3)cc1Cl (configuration not stated) | 19%
74 | CCc1sc(C(=O)Nc2ncccc2O)cc1C | -8%
75 | O=C(NCc1ccccc1)N1CCC(N2CC3CC(C2)[C@H]2CCCC(=O)N2C3)CC1 (some centres not stated) | u

Given with values ahead of the structure: entries from further up
nr	KDM5B inhibitor	structure
64	12%[86.2 µM]	CN(Cc1ccsc1)C1CCCc2ccccc21 (configuration not stated)
73	19%	Cc1ccc(NC(=O)COC(=O)C2C3CC4OC(=O)C2C4C3)cc1Cl (configuration not stated)

Additional compounds
entry | SMILES | KDM5B inhibitor
76 | Cn1c(=O)c2c([nH]c(=O)n2C)n(Cc2ccccc2)c1=O | 26%
77 | CCCOc1ccc(C2c3c(oc4ccccc4c3=O)C(=O)N2c2ccc(C)cn2)cc1OCC (configuration not stated) | 10%
78 | COc1cncc(NC(=O)C2=NO[C@@H]3CN(Cc4ccc(O)c(Cl)c4)C[C@H]23)c1 | -17%[86.2 µM]
79 | CCN(Cc1ccccc1)C(=O)Nc1ccc2c(C)cc(=O)oc2c1 | i
80 | CCOc1ccc(CNC(=O)CCCn2c(=O)c3cccn3c3ccc(F)cc32)cc1 | -5%
81 | O=C(CSc1nc2c([nH]c3ccccc32)c(=O)n1-c1ccccc1F)NCC1CCCO1 (configuration not stated) | u
82 | COc1ccccc1-c1c(C(F)(F)F)oc2cc(OC(C)C(=O)OC(C)C)ccc2c1=O (configuration not stated) | -32%
83 | Cc1cccc(OC(C)C(=O)NOCc2ccccc2)c1C (configuration not stated) | 11%
84 | CCOc1ccc(CN(CCOC)C(=O)C2CC3(CCNCC3)CN2)cc1 (configuration not stated) | -14%
85 | COCCNC(=O)C(C)[C@@H]1CC[C@@]2(C)CC[C@H](NC(=O)c3ccccn3)[C@@H](C)[C@@H]2[C@H]1O (some centres not stated) | 3%[86.2 µM]
86 | CCOC(=O)c1ccc(N2C(=O)c3n[nH]c(-c4cccs4)c3C2c2ccc(C)cc2)cc1 (configuration not stated) | -12%
87 | CC(=O)c1cccc(NC(=O)CC2(C(=O)O)CCCCC2)c1 | 4%
88 | Cc1nc2ccc(C(=O)OCC(=O)NC3CC3)cc2nc1C | -6%
89 | COc1ccc(Br)c(C(=O)Nc2ccc3oc(=O)ccc3c2)c1 | u
90 | CS(=O)(=O)c1ccc(NCc2ccccc2F)c(S(C)(=O)=O)c1 | u
91 | CCCCNC(=O)CCc1c(C)nc2cc(-c3ccccc3)nn2c1C | u
92 | Cc1ccc2c(=O)cc(C(=O)Nc3sc4c(c3C#N)CCCC4)oc2c1 | -22%
93 | COc1ccc(-c2nc3ccccc3o2)cc1NC(=O)COc1ccc(C(C)(C)C)cc1 | u
94 | O=C(NCCCN1CCCc2ccccc21)c1cccnc1N1CC2CC(C1)[C@H]1CCCC(=O)N1C2 (some centres not stated) | 28µM*
95 | COc1cc(-c2cnc3n[nH]c(-c4ccccc4)c3n2)ccn1 | 8.9µM*
96 | CC(C)Oc1ccc(CNC(=O)Cc2ccc(NC(=O)N3CCSc4ncccc43)cc2)cc1 | u
97 | CN(Cc1cccnc1)Cc1nc(C2(O)CCN(Cc3ccccc3F)CC2)cs1 | 10%[86.2 µM]
98 | CC(=O)c1ccc(NC(=O)CN2C(=O)NC3(CCC(C)CC3)C2=O)cc1 (configuration not stated) | 2%
99 | Cc1ncc(CN2CCCC2C(=O)Nc2ccc(-c3cccc(F)c3)cc2)n1C (configuration not stated) | -19%
100 | Cc1ccc(-c2cc3ccccn3c2C=O)cc1C | u
101 | Cc1noc(C)c1S(=O)(=O)N1CCCC1C(=O)O (configuration not stated) | 16%
102 | CC(=O)NC1=NN(C(C)=O)C(c2cccc(OCc3ccccc3F)c2)S1 (configuration not stated) | 14%
103 | COc1cc(C#N)ccc1OC(=O)c1ccc(F)cc1Cl | 0%
104 | COC(=O)CNC(=O)Nc1c(-c2cccnc2)[nH]c2ccccc12 | 4%
105 | O=C(NCC1CC1)C1(CCO)CCN(Cc2ccccc2)C1 (configuration not stated) | 12%
106 | Cc1cc(C(=O)N2CCCC(O)(CN3CCCC3)C2)ccc1Cl (configuration not stated) | u
107 | CCN1CCCC12Cc1ccccc1CN(C(=O)c1ccccc1)C2 (configuration not stated) | u
108 | Cc1ccccc1C(=O)N[C@@H](C)C(=O)O | 12%
109 | O=c1cc(O)c2sc3nc(-c4cccnc4)cc(C(F)(F)F)c3c2[nH]1 | u
110 | CC(C)(CNC(=O)c1cc(-c2ccccc2)no1)N1CCOCC1 | 8%
111 | COC(=O)C1CN(Cc2ccccc2)CCS(=O)(=O)N1Cc1ccc(F)cc1 (configuration not stated) | 15%

Structures listed so far that have an NH in an aromatic ring (twelve):
entry | SMILES | KDM5B inhibitor
18 | Cc1ccccc1-c1nc(SCc2cc(=O)n3nc(C(C)C)sc3n2)n[nH]1 | -14%
22 | COCCNC(=O)Cc1c[nH]c2ncc(-c3cccnc3OC)cc12 | 32µM*
25 | Cc1sc2nc(SCC(=O)N3CCCC3)[nH]c(=O)c2c1C | -20%
46 | O=C(Nc1nc2ccccc2[nH]1)c1cc(F)cc(F)c1 | u
61 | O=C(c1n[nH]c(=O)c2ccccc12)N1CCC(Cc2ccccc2)CC1 | 5%
69 | O=C(Cc1ccsc1)N1CCCN(c2cc(-c3ccc(Cl)cc3)[nH]n2)CC1 | -27%
76 | Cn1c(=O)c2c([nH]c(=O)n2C)n(Cc2ccccc2)c1=O | 26%
81 | O=C(CSc1nc2c([nH]c3ccccc32)c(=O)n1-c1ccccc1F)NCC1CCCO1 (configuration not stated) | u
86 | CCOC(=O)c1ccc(N2C(=O)c3n[nH]c(-c4cccs4)c3C2c2ccc(C)cc2)cc1 (configuration not stated) | -12%
95 | COc1cc(-c2cnc3n[nH]c(-c4ccccc4)c3n2)ccn1 | 8.9µM*
104 | COC(=O)CNC(=O)Nc1c(-c2cccnc2)[nH]c2ccccc12 | 4%
109 | O=c1cc(O)c2sc3nc(-c4cccnc4)cc(C(F)(F)F)c3c2[nH]1 | u

From PubChem
